# Screens (PubChem)
# PP5 inh – PP5 phosphatase inhibitors, primary screen, biochemical, fluorescence | Serine/threonine-protein phosphatase 5 (Homo sapiens), P53041 | purified PP5c, OMFP substrate fluorescence | inhibition, % at 6.7 µM | hit rate 0.18% among 320,000;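 active = inhibition above the campaign's mean inhibition across all tested compounds plus 3 SD, cut at about 9.5% in these data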;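 note: 0% = DMSO only and 100% = 100 µM cantharidin control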
# Target sequence (P53041 whole entry, looked up): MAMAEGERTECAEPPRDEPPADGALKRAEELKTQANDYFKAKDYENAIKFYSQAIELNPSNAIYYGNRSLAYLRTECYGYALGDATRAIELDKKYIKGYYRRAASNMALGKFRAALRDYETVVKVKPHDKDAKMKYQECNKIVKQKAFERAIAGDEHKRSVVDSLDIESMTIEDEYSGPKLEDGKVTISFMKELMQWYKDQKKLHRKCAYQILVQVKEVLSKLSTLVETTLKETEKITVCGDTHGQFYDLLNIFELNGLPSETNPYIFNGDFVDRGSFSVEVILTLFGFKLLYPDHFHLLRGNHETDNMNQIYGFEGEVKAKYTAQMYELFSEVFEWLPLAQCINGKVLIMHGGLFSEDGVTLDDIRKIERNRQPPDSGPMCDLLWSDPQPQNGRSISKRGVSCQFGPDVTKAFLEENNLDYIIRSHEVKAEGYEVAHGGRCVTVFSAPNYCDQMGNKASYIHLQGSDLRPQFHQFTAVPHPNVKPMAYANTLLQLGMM
# PP1 inh – PP1-alpha phosphatase inhibitors, primary screen, counter-screen for PP5 inhibitor project, biochemical, fluorescence, OMFP substrate, single point; Serine/threonine-protein phosphatase PP1-alpha catalytic subunit (Homo sapiens), P62136; purified PP1alpha; inhibition, % at 6.7 µM; AID 2235, 2010; hit rate 0.9% among 320,000;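 active = inhibition above the mean inhibition of all tested compounds plus 3 SD, computed separately for each screening campaign, cut at about 15% in these data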
# Target sequence (P62136 whole entry, looked up): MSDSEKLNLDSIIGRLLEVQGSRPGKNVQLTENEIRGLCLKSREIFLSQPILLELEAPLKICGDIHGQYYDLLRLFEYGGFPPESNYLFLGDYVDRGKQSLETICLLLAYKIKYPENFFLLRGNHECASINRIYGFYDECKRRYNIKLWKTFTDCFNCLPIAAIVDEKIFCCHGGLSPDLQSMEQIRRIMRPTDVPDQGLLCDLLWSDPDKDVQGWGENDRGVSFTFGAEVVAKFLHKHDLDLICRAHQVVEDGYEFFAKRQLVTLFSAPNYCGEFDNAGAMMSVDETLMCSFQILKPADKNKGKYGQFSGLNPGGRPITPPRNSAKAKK
# ZTA counter – counter-screen for EBNA-1 inhibitors: inhibitors of Epstein-Barr virus ZTA; inhibition, % at 11 µM; AID 2234; ZTA-DNA binding, fluorescence polarization; hit rate 0.15% among 320,000; in the data active = inhibition above about 33%
# Target sequence (P03206 whole entry, looked up): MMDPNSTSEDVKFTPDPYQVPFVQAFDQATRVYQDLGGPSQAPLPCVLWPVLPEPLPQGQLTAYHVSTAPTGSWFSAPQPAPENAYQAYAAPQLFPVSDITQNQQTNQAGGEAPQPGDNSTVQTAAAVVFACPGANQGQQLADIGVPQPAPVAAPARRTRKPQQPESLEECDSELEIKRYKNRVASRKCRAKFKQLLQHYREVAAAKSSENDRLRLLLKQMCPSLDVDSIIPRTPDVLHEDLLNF
# PREPL inhibitor – PREPL enzyme inhibitors, primary screen, biochemical, fluorescence polarization; recombinant PREPL, fluorescence polarization activity-based probe; inhibition, % at 5.96 µM; hit rate 0.68% among 320,000; in the data active = inhibition above about 43%;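 note: 0% = enzyme with DMSO and 100% = wells lacking enzyme; many of its hits are not listed in these tables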
# core dimer inh – inhibitors of HCV core protein dimerization, primary screen, biochemical, TR-FRET, high-throughput | hit rate 0.33% among 300,000 | TR-FRET GST/Flag-core106 dimerization, 1536-well | inhibition, % at 5 µM | AID 1899, 2009;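 active = inhibition above the mean of all tested compounds plus 3 SD, set per screening campaign, cut at about 45% in these data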
#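 Assay system: GST-tagged and Flag-tagged HCV core protein residues 1-106 / Times: compound-protein-antibody incubation 4 h at 22.5 °C / Signal: time-resolved FRET, ex 340 nm, em 617 and 671 nm / Evaluation: % inhibition based on acceptor/donor emission ratio / Benchmarks: wells lacking GST-core106 and wells with excess unlabelled core106 / Repeats: singlicate, one well per compound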
# TPT1 inhibitor – Candida albicans TPT1 enzyme inhibitors, primary screen, biochemical, fluorescence polarization; tRNA 2'-phosphotransferase TPT1 (Candida albicans SC5314); recombinant caTPT1, FP RNA substrate dephosphorylation; inhibition, % at 5 µM; hit rate 0.81% among 300,000; AID 1962, 2009;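 active = inhibition above the mean of all tested compounds plus 3 SD, set per screening campaign, cut at about 24% in these data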;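 note: plate controls were DMSO alone for no effect and ferristatin control at 100 nM for full effect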
# Efflux pump mplx – inhibitors of Candida efflux pumps in yeast, primary screen, S. cerevisiae, Nile Red, multiplex | S. cerevisiae Candida pump triplex | inhibition, % at 10 µM | hit rate 0.44% among 330,000;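 active = plate passing quality check with inhibition over a set limit, or well fluorescence over plate mean plus 4 SD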;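 note: Nile Red retained in pooled yeast measured as flow cytometry median fluorescence; 0% = buffer negative control and 100% = Enniatin B positive control; higher means more Nile Red kept so more efflux inhibition; some compounds called inactive have numbers as strong as hits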
# CTSL1 counter – Fasciola hepatica cathepsin L1 inhibitors, primary screen, counter-screen for PFM18AAP inhibitor project, biochemical, QFRET, fluorogenic peptide substrate; inhibition, % at 5.96 µM; AID 1906, 2009; recombinant F. hepatica cathepsin L1, Z-Leu-Arg-MCA fluorescence; hit rate 0.49% among 300,000;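 active = inhibition above the mean of all tested compounds plus 3 SD, set per screening campaign, cut at about 17% in these data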;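 note: 0% = plate median of test compound wells and 100% = 1 µM Z-Phe-Ala-diazomethylketone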
# EBNA-1 inhibitor – EBNA-1 DNA-binding inhibitors, primary screen, biochemical, fluorescence polarization; hit rate 0.34% among 300,000; inhibition, % at 14.8 µM; in the data active = inhibition above about 28%
# Numbers without * were called inactive; . = no result given. A portion of the library; rates above refer to the full screens.
SMILES,PP5 inh,PP1 inh,ZTA counter,PREPL inhibitor,core dimer inh,TPT1 inhibitor,Efflux pump mplx,CTSL1 counter,EBNA-1 inhibitor
O=C(Cn1c(=O)oc2ccccc21)NC(=O)NCc1ccco1,3.6,-3,-7,8,4,6,0.1,-1,-15
CCN1C(=O)CS/C1=N\c1nccs1,1.7,-2,3,-3,4,0,-0.1,-1,1
COc1ccc(N2C(=O)/C(=C/c3ccc([N+](=O)[O-])cc3)N=C2C)c(OC)c1,2.9,3,4,5,9,-4,0.3,-1,-9
OCC[C@@H]1C[C@@H](O)[C@H](O)[C@]2(Cc3ccccc3O2)O1,1.4,-3,9,-4,8,-2,-0.1,0,-2
CCC(CC)C(=O)Nc1cc(NC(=O)C(CC)CC)cc(C(=O)O)c1,-1.9,1,7,-10,2,-3,0.0,-1,-4
COc1cccc(OC)c1C(=O)Nc1c(C)n(C)n(-c2ccccc2)c1=O,1.6,-2,-9,2,-7,0,-0.1,-4,-2
Cc1ccc(Oc2nc(-c3ccccn3)nc3ccccc23)cc1,2.4,17*,0,-1,8,-1,0.1,0,-6
NNc1nc(Nc2ccccc2)nc(Nc2ccccc2)n1,2.5,5,5,1,3,-7,-0.1,0,-4
C=CCNC(=O)C(C#N)c1nc2ccccc2nc1N1CCCCCC1 (stereo not drawn),4.2,4,-22,17,2,-9,0.1,-3,1
COc1ccc(S(=O)(=O)c2nnn(-c3cccc(OC)c3)c2N)cc1,1.6,1,-12,-5,-4,-1,0.0,1,7
CCn1ncc(CN2CCN(Cc3cccc(OC)c3)C(CCO)C2)c1C (stereo not drawn),0.7,-3,10,3,3,3,-0.1,-2,-4
COc1cccc(CNC(=O)c2csc3c2CCCC3)c1,0.4,0,4,1,14,-4,0.2,-1,3
COc1cc(/C=N/n2cnnc2)ccc1OC(=O)c1ccco1,-1.6,-3,10,40,-2,0,0.1,-6,-14
Cc1cc(N=Cc2c(O)n(-c3ccc4c(c3)OCO4)c(=O)c3ccccc23)ccn1,2.4,3,-2,1,-3,12,0.0,1,4
CCCCNC(=O)c1cc2nc3c(c(C(F)(F)F)n2n1)CCc1ccccc1-3,3.6,-6,-5,7,-4,-1,-0.2,-2,1
O=C(c1cc([N+](=O)[O-])ccc1Cl)N1CCN(c2ccccn2)CC1,-3.1,-3,6,21,1,-3,0.4,-2,-1
CCCCn1ccnc1C(=O)c1ccc(S(=O)(=O)N(CCOC)CCOC)cc1,-0.8,-1,14,7,11,-2,0.0,1,9
Cc1ccc(C(=O)c2c3ccc([N+](=O)[O-])cc3[n+]([O-])n2CCCN)cc1,2.4,3,-10,36,-3,1,-0.2,0,6
CCC1CCCCN1C(=O)CSc1nc(N)c(NC(=O)c2ccco2)c(=O)[nH]1 (stereo not drawn),-1.5,-4,-1,0,12,-6,0.0,-2,4
COc1cc(C2C(C#N)=C(N)N(c3sc4c(c3C#N)CCCC4)C3=C2C(=O)CC(C)(C)C3)cc(OC)c1OC (stereo not drawn),0.0,2,18,6,45,3,-0.1,4,108*
Fc1ccc(CNC(=S)Nc2ccc(Cl)cc2)cc1,4.9,4,-1,-9,0,-3,0.0,-2,-1
O=C(O)c1cc(C(=O)O)c(-c2ccccc2)c(C(=O)O)c1,-3.3,-3,8,1,-1,-1,0.0,0,-2
Cc1c(C(=O)NCCc2ccc(S(N)(=O)=O)cc2)cccc1[N+](=O)[O-],0.9,-11,-18,4,5,-2,0.3,-1,-14
Cc1cc(SCC(=O)c2ccccc2)nc(SCC(=O)c2ccccc2)n1,4.5,2,-10,-13,10,-1,0.0,2,2
CCN1CCCC1CNC(=O)c1cc(NC(C)=O)c(N(C)C)cc1OC (stereo not drawn),1.5,-2,1,-4,-3,7,0.0,-2,3

# Fetched by compound from above (2):
SMILES,PP5 inh,PP1 inh,ZTA counter,PREPL inhibitor,core dimer inh,TPT1 inhibitor,Efflux pump mplx,CTSL1 counter,EBNA-1 inhibitor
O=C(c1cc([N+](=O)[O-])ccc1Cl)N1CCN(c2ccccn2)CC1,-3.1,-3,6,21,1,-3,0.4,-2,-1
COc1ccc(N2C(=O)/C(=C/c3ccc([N+](=O)[O-])cc3)N=C2C)c(OC)c1,2.9,3,4,5,9,-4,0.3,-1,-9

# In another format: entries from further up.
> COc1ccc(N2C(=O)/C(=C/c3ccc([N+](=O)[O-])cc3)N=C2C)c(OC)c1
  PP5 inh: 2.9
  PP1 inh: 3
  ZTA counter: 4
  PREPL inhibitor: 5
  core dimer inh: 9
  TPT1 inhibitor: -4
  Efflux pump mplx: 0.3
  CTSL1 counter: -1
  EBNA-1 inhibitor: -9
> CCN1CCCC1CNC(=O)c1cc(NC(C)=O)c(N(C)C)cc1OC (stereo not drawn)
  PP5 inh: 1.5
  PP1 inh: -2
  ZTA counter: 1
  PREPL inhibitor: -4
  core dimer inh: -3
  TPT1 inhibitor: 7
  Efflux pump mplx: 0.0
  CTSL1 counter: -2
  EBNA-1 inhibitor: 3
> O=C(Cn1c(=O)oc2ccccc21)NC(=O)NCc1ccco1
  PP5 inh: 3.6
  PP1 inh: -3
  ZTA counter: -7
  PREPL inhibitor: 8
  core dimer inh: 4
  TPT1 inhibitor: 6
  Efflux pump mplx: 0.1
  CTSL1 counter: -1
  EBNA-1 inhibitor: -15
> O=C(c1cc([N+](=O)[O-])ccc1Cl)N1CCN(c2ccccn2)CC1
  PP5 inh: -3.1
  PP1 inh: -3
  ZTA counter: 6
  PREPL inhibitor: 21
  core dimer inh: 1
  TPT1 inhibitor: -3
  Efflux pump mplx: 0.4
  CTSL1 counter: -2
  EBNA-1 inhibitor: -1

# Later entries:
SMILES,PP5 inh,PP1 inh,ZTA counter,PREPL inhibitor,core dimer inh,TPT1 inhibitor,Efflux pump mplx,CTSL1 counter,EBNA-1 inhibitor
CC(=O)Oc1ccc(C(=O)Nc2cccc(C(=O)c3ccc(C)c(C)c3)c2)cc1,3.2,2,-7,-4,4,-5,0.0,-2,10
CCOC(=O)C1CCN(S(=O)(=O)c2ccc3c(c2)CC(C)N3C(=O)C2CC2)CC1 (stereo not drawn),1.7,4,-10,15,-10,-6,0.1,4,-1
CCN(CC(=O)Nc1ccc(NC(C)=O)cc1)C(=O)Cc1cccc2ccccc12,-4.7,-1,-9,-8,9,-1,-1.2,3,-2
Cc1cccc(CCNC(=O)C2CCC(CNc3c(N4CCCC4)c(=O)c3=O)CC2)c1 (stereo not drawn),1.9,-1,5,10,3,-1,0.1,-4,-3
O=C(O)CCS(=O)(=O)c1nc(-c2cccs2)cc(C(F)(F)F)n1,1.7,0,-9,0,4,0,0.0,-4,-3
NC(=O)C1CCN(C(=O)CNC(=O)c2ccccc2)CC1,-2.6,-3,0,8,-4,1,-0.1,-4,-3
CS(=O)(=O)n1nc(-c2cccnc2)nc1NCc1ccccc1,-0.5,-3,-17,12,-5,0,0.0,-3,-3
O=C(CSCc1ccc(F)cc1)Nc1ccc(N2CCOCC2)cc1N1CCOCC1,2.4,-8,10,10,.,.,-0.1,.,.
Cc1nnc2sc(-c3ccncc3)nn12,1.2,-4,-7,5,-6,-1,-0.1,1,8
Brc1cc2c(cc1CN1CCc3ccccc3C1)OCO2,-3.2,0,5,-8,2,-1,0.0,2,7
CN(C)S(=O)(=O)c1ccc(NC(=O)c2c(F)cccc2Cl)cc1,3.6,-3,10,2,2,0,0.0,-3,-8
CCCC(C)C(=O)Nc1nnc(CCc2ccccc2)s1 (stereo not drawn),1.1,6,-5,-1,11,-4,-0.1,0,5
CCOc1ccccc1NC(=O)COC(=O)c1ccc2ccccc2n1,1.6,1,-1,1,.,.,-0.2,.,.
Cc1ncc(CO)c(/C=N/NC(=S)Nc2cccc(Cl)c2)c1O,3.8,0,-8,15,-9,5,-0.2,3,-5
Cc1nc2sccn2c(=O)c1CCN1CCC(=C(c2ccc(F)cc2)c2ccc(F)cc2)CC1,6.8,-1,-1,2,-7,2,0.4,3,10
Cc1cn([C@@H](CCCCNC(=O)OC(C)(C)C)C(=O)NCCCCCCCCCCC(=O)N2CCN(C(=O)OC(C)(C)C)CC2)nn1,4.4,5,-11,8,8,3,-0.1,8,2
COc1ccc(S(=O)(=O)N2CC(C(=O)O)Oc3ccc(Cl)cc32)cc1 (stereo not drawn),-0.5,0,-3,-1,0,1,0.1,-2,9
CCOc1cc(/C=C2\C(=N)N3N=C(C)SC3=NC2=O)ccc1OCCOc1ccccc1,-1.3,-8,-2,10,8,1,-0.1,2,-9
Cc1ccc(CN2CCNC(=O)C2CC(=O)NC2CCCCCC2)cc1 (stereo not drawn),-0.7,0,-4,-4,-10,-3,0.1,7,11
O=C(NN1CCOCC1)c1ccccc1F,0.6,0,-8,-6,5,2,0.4,0,-5
N=c1c2c3c(sc2ncn1Cc1ccco1)CCCCC3,4.3,-1,-2,3,2,-3,-0.3,1,9
Cc1ccc(NC(=O)NC(=O)COc2ccccc2C(N)=O)c(C)c1,-0.4,3,6,6,.,.,0.0,.,.
COC(c1ccccc1)c1nnc(CCC(=O)NC2CCCCC2)o1 (stereo not drawn),0.2,3,-2,-3,-3,-6,-0.1,1,1
O=C(CSc1nnc2sc3ccccc3n12)c1ccco1,0.1,2,-12,13,-1,-2,0.0,0,-3
CC(C(=O)NCc1cccc(Cl)c1)N1C(=O)c2ccccc2C1=O (stereo not drawn),0.3,-4,-3,-11,3,-3,0.0,2,-1

# EBNA-1 inhibitor: entries above that show a hit
molecule	PP5 inh	PREPL inhibitor	core dimer inh	TPT1 inhibitor	Efflux pump mplx	EBNA-1 inhibitor
COc1cc(C2C(C#N)=C(N)N(c3sc4c(c3C#N)CCCC4)C3=C2C(=O)CC(C)(C)C3)cc(OC)c1OC (stereo not drawn)	0.0	6	45	3	-0.1	108*

# Remaining list, next part
SMILES,PP5 inh,PP1 inh,ZTA counter,PREPL inhibitor,core dimer inh,TPT1 inhibitor,Efflux pump mplx,CTSL1 counter,EBNA-1 inhibitor
CCC1(CC)NC(=O)N(CC(=O)OCC(=O)Nc2ccc(F)c(F)c2F)C1=O,-0.6,-1,-11,-10,-3,-1,0.1,-34,-3
CCN(CC)S(=O)(=O)c1cccc(NC(=O)CNC2CCCCCC2)c1,-0.3,-1,-5,1,5,-1,-0.1,-2,3
COc1ccc2c(Cl)c(-c3nnc(SCC(=O)c4ccccc4)n3C)sc2c1,4.7,7,-9,-11,18,-3,-0.1,-3,-17
C[C@H](NC(=O)N1CCn2c1nc1ccccc12)C(=O)NCc1ccc(F)cc1,-1.2,3,-4,14,2,1,0.0,-2,-1
Cc1ccc(C)c(NC(=O)COc2coc(CN3CCc4ccccc43)cc2=O)c1,-0.8,4,-5,14,10,3,0.0,2,-5
COc1ccc(Cc2nnc(NC(=O)CSc3ccccc3)s2)cc1,-2.9,0,3,3,7,2,0.0,0,8
NC(=O)Cn1ccc(O)c(Cc2ccc(Cl)cc2Cl)c1=O,1.5,-1,-5,-3,-5,-3,0.0,-4,5
CCOc1cc(/C=N/NC(=O)c2ccccn2)ccc1OC(=O)c1cccs1,2.3,1,-12,23,-1,-2,0.1,1,0
Cc1cccc(Nc2nnc(SCC(=O)NC(=O)Nc3ccc4c(c3)OCCO4)s2)c1,-0.2,2,4,-2,14,-3,-0.1,-3,12
CSc1nc(-c2ccccc2)nc(C(C)C)n1,3.1,-1,-8,15,.,.,0.0,.,.
